High-throughput results: PubChem BioAssay, National Center for Advancing Translational Sciences (NCATS)
TRHR agonist = activates the human TRH receptor. P34981. actives 0.18% (n = 360,000). activation, % at 2 µM. AID 493084. TRHR cells, calcium flux fluo-8, FDSS agonist mode; in the data active means activation above about 30%; further: 0% is about no effect
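Read-out: compound-evoked intracellular calcium rise in TRHR cells, fluo-8 dye, kinetic FDSS fluorescence at 1 s/cycle following a 10-cycle baseline. Cells cultured overnight before dye loading (30 min–1.5 h, RT).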
Pol iota inh = DNA polymerase iota (human) inhibition; actives 1% (n = 390,000); Q9UNA4; Potency, µM (series often up to 115 µM), for the others: top-dose activity, negative = inhibition, actives largely listed as inhibitors; Pol iota fluorescent replication assay, 10 min; further: potency means the concentration at half of the fitted maximal effect
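Pol iota at 10 nM preincubated 15 min with compounds at room temperature; reaction started with fluorescent substrate, 50 nM final. Fluorescence read kinetically at 0 and 10 min; buffer-only wells as negative control.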
Anesthetic bind = binds horse apoferritin like a general anesthetic. apoferritin/1-aminoanthracene competitive binding, fluorescence. Potency, µM (highest dose often 77.5 µM), inactives show at the top dose activity change, negative = displacement, most hits filed as inhibitors. actives 0.074% (n = 350,000). AID 485281; further: potency means the concentration at half of the fitted maximal effect; on the % scale 0 is the no-effect control and ±100 the full control effect; nearly all actives have a fitted effect of over 20% in size
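Steps: apoferritin (10 uM) was premixed with half-saturated 1-AMA in PBS, compounds were pin-transferred, plates stood 10 min at room temperature, fluorescence was read at 380/535 nm, and curves were fitted with a Hill equation.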
BLM inh = inhibitors of human Bloom syndrome helicase BLM. P54132. recombinant BLM DNA unwinding, fluorescence dequenching. Potency, µM (highest dose often 56.1 µM), inactives show top-dose activity change, negative = inhibition, most hits filed as inhibitors. actives 0.2% (n = 350,000). AID 2528;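 further: potency means the concentration at half of the fitted maximal effect; plate controls were vehicle for no effect and no enzyme for full effect; nearly all actives have a fitted effect of over 35% in size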
ERG-DNA inh = blocks human ERG Ets domain binding to DNA. AID 624246. P11308. fluorescence polarization, His-ERG Ets domain / labelled DNA. actives 0.028% (n = 370,000). Potency, µM (titrated, usually from 76.9 µM), for the others: at the highest dose FP activity, negative = inhibition, usual class: inhibitors; active means well fitted inhibition curve with a large enough effect in the polarisation, with a control signal flat; inconclusive means small, poorly fitted or top-dose-only effect, or effect the other way, or a change in a side signal; inactive means no such curve, though single readings can be large or run the other way; the % refers to the polarisation;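 further: polarization taken with two DNA probes labelled with fluorescein and Texas red; potency means the concentration at half of the fitted maximal effect; % of control where 0% means no effect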
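His-tagged ERG Ets domain (1 uM in the protein solution; 300mM KCl, 50mM Tris-HCl, 1mM EDTA, 1mM DTT, pH 7.5) received compound, then a probe mix of 5 nM fluorescein-DNA and 100nM Texas-615-DNA. Fluorescence polarization was read for both dyes.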
Pol beta inh = blocks human DNA polymerase beta activity; P06746; Pol beta primer extension/strand displacement, fluorescence kinetic; Potency, µM (titrated, usually from 114 µM), inactives show at the top dose activity change, negative = inhibition, actives largely listed as inhibitors; actives 1.3% (n = 340,000); further: potency means the concentration at half of the fitted maximal effect; on the % scale 0 is the no-effect control and ±100 the full control effect
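Preincubation: enzyme (10 nM) with compound, 15 min, RT. Reaction: substrate added to 50 nM final. Reads: 0 and 10 min. Analysis: normalized, Hill fit.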
POLK inh = inhibitors of human DNA polymerase kappa; Q9UBT6; purified Pol kappa, fluorescent DNA synthesis assay, 10 min; Potency, µM (highest dose often 107 µM), without a hit: at the highest dose activity, negative = inhibition, actives largely listed as inhibitors; actives 0.53% (n = 400,000); further: potency means the concentration at half of the fitted maximal effect; on the % scale 0 is the no-effect control and ±100 the full control effect
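10 nM Pol kappa preincubated 15 min at room temperature with compounds, then reaction started with substrate at 50 nM final. Fluorescence read kinetically at 0 and 10 min; buffer-only wells served as negative control.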
APEX1 inh = blocks human APE1 abasic DNA cleavage; P27695; recombinant APE1, TAMRA/BHQ-2 abasic DNA cleavage fluorescence; Potency, µM (top dose mostly 65.8 µM), for inactives: at the highest dose activity change, negative = inhibition, most hits filed as inhibitors; actives 0.35% (n = 350,000); AID 2517;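 further: potency means the concentration at half of the fitted maximal effect; plate controls were vehicle for no effect and reference inhibitor for full effect; nearly all actives have a fitted effect of over 55% in size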
Target sequence (P27695 whole entry, looked up): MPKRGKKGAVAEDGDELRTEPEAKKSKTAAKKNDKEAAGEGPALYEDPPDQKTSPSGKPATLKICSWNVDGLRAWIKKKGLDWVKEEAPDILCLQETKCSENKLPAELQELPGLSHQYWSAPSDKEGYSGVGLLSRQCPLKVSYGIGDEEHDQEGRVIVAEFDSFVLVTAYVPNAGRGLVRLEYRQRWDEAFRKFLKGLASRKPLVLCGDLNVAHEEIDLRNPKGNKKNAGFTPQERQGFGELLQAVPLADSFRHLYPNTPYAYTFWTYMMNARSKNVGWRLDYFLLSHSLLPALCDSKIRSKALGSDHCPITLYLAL
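Measures dequenching upon AP-site incision of a 5'-TAMRA/3'-BHQ-2 THF-containing duplex, 50 nM; human APE1 0.75 nM after 15 min room-temperature exposure to compound; kinetic three-point read at one-minute spacing.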
12-LOX inh = ALOX12 (human) lipoxygenase inhibition; P18054; purified 12hLO, xylenol orange hydroperoxide absorbance; Potency, µM (top dose mostly 108 µM), for the others: at the highest dose activity change, negative = inhibition, hits mostly inhibitors; actives 1.1% (n = 580,000); AID 1671190; further: potency means the concentration at half of the fitted maximal effect; on the % scale 0 is the no-effect control and ±100 the full control effect
Target sequence (P18054 whole entry, looked up): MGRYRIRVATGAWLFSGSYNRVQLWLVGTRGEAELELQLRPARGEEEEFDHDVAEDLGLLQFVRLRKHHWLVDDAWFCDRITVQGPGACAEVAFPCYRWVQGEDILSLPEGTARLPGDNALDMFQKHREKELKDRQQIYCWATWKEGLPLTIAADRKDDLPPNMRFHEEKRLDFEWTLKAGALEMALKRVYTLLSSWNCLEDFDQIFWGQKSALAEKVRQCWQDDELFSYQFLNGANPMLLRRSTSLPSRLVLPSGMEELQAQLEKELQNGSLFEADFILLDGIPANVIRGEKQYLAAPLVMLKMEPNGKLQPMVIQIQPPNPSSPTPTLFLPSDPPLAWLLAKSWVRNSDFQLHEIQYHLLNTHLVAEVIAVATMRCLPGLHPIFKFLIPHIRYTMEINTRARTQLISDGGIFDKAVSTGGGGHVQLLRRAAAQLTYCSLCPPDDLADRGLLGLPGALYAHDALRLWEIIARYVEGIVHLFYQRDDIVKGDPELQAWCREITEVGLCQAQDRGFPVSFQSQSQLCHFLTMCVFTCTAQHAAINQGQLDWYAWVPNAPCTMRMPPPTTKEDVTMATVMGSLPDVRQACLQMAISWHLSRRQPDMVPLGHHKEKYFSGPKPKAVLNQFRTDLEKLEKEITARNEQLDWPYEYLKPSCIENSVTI
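Hydroperoxide product was detected by ferrous iron/xylenol orange as the 573 to 405 nm absorbance ratio. Arachidonic acid at 40 uM (final) was turned over for 30 min at room temperature by 150 nM human 12hLO, pH 7.0 Hepes buffer, after 15 min compound preincubation.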
* = called active by the depositor; ? = inconclusive; . = not tested or not shown; & = joins results of further samples; [ ] = dose if it differs, or a comment. Unless noted, the call rests on the fitted dose curve; in most records, active means well fitted curve in the direction sought with a large enough effect; inconclusive means small, poorly fitted or top-dose-only effect, or another doubt; inactive means no such curve, though single readings can be large; an effect the other way counts as inactive or inconclusive.

SMILES	TRHR agonist	Pol iota inh	Anesthetic bind	BLM inh	ERG-DNA inh	Pol beta inh	POLK inh	APEX1 inh	12-LOX inh
COc1ccc(NC(=O)c2ccc(-c3ccc([N+](=O)[O-])cc3)o2)cc1	0.6	25.1%	-18.2%	-1.5%	13.9%	?	-25.0%	1.9%	-20.3%
O=C(NN=C1CCCCC1)Nc1ccccc1Cl	0.0	8.0%	.	.	-6.9%	.	8.9%	57.5%[activator]	0.4%
O=C(CC1SC(N2CCCC2)=NC1=O)Nc1ccc(C(=O)Nc2ncccc2O)cc1 (stereo not drawn)	0.2	9.8%	.	.	-21.1%	.	-1.6%	21.9%	1.6%
CC(C)[C@H](NC(=O)c1cccc(S(=O)(=O)N2CCOCC2)c1)C(=O)OCC(=O)Nc1cccc(Br)c1	.	10.3%	.	.	8.0%	.	-2.4%	.	0.0%
CCOC(=O)N1CCN(C(=O)Cn2nc(-c3ccc(Cl)cc3)ccc2=O)CC1	-0.9	12.1%	?	-2.4%	5.9%	-1.7%	-11.4%	-4.7%	5.2%
Cc1ccc(-n2c(=O)c3ccccc3n(CC(=O)C(C)(C)C)c2=O)cc1	-0.2	6.6%	-9.7%	-3.1%	-7.2%	23.8%	18.7%	-3.0%	5.2%
COc1cc(OC)c(NC(=O)Cn2ncn3c(cc4cc(C)ccc43)c2=O)cc1Cl	-0.6	28.6%	?	-1.0%	4.1%	22.1%	1.4%	.	-6.4%
CC(=O)c1c(N2CCOCC2)nc(=S)n(-c2ccc([N+](=O)[O-])cc2)c1C	0.5	27.4%	-2.3%	-1.0%	-1.5%	?	-3.5%	3.1%	-1.4%
Cc1nc(NS(=O)(=O)c2ccccc2)sc1NC(=O)OCCN(C)C	0.0	6.3%	1.1%	0.9%	2.3%	-12.5%	-9.6%	1.8%	?
Cc1nn(Cc2ccc(C(=O)N/N=C/c3ccncc3)o2)c(C)c1Cl	-0.6	4.1%	-12.5%	1.9%	-9.7%	73.9%	10.8%	5.4%	.
COc1ccc2c(CCNC(=O)Nc3ccccc3)c[nH]c2c1	1.8	30.1%[activator]	-10.0%	-8.5%	0.3%	-11.2%	-17.5%	4.6%	5.3%
Cc1ccc(C)c(NC(=O)N2CCN(C(=O)c3nsc4ccccc34)CC2)c1	-0.2	-2.6%	-3.2%	0.1%	-3.0%	-0.5%	-1.2%[60.1 µM]	.	-24.6%
Nc1sc(-c2ccccc2)cc1C(=O)N/N=C/c1ccc(Cl)cc1	0.1	16.3%	-12.3%	-13.0%	4.7%	-24.0%	-4.8%	-4.5%	9.0%
Cc1c(C)c2ccc(OC(C)C(=O)NCCN3CCOCC3)c(C)c2oc1=O (stereo not drawn)	-0.1	36.8%[activator]	-7.2%	3.4%	-10.7%	20.3%	1.2%	17.4%	-4.3%&26.2%
COCCN1CCN(Cc2cn[nH]c2-c2cc3ccccc3o2)CC1	0.0	12.1%	-6.6%	-7.0%	-1.9%	72.4%	-4.2%	1.1%	-2.7%
O=C(COc1ccccc1Cl)NCCCNC(=O)c1ccccn1	0.0	42.4%[activator]	3.0%	1.4%	-1.8%	57.6%	-3.5%	20.5%	-8.2%
O=C(CCC(=O)c1cccs1)OCC(=O)N1CCN(S(=O)(=O)c2ccccc2)CC1	-0.2	4.9%	-14.1%	0.0%	-5.3%	5.2%	1.2%	1.8%	-12.4%
COc1cccc(-n2c(=O)c3c4c(sc3n(Cc3ccc(F)cc3Cl)c2=O)CCCC4)c1	-1.6	23.5%	-3.8%	-3.7%	6.6%	1.5%	10.7%	.	-28.3%
CCCn1c(NC(=O)CCNC(=O)c2ccccc2Cl)nc2ccccc21	-0.3	18.9%	.	.	-0.7%	.	-10.3%	5.2%	361.3%[activator]
CCc1ccc2[nH]c(=O)c(CN(Cc3ccccc3)C(=O)Nc3ccccc3OC)cc2c1	0.0	?	-17.7%	-15.3%	-6.2%	-2.2%	-9.0%	-4.5%	-14.8%
N#CCCn1cnc2ccccc21	0.9	-5.6%	-7.1%	0.3%	2.0%	-0.8%	-5.4%	-0.6%	-6.5%
Cc1ccnc(NS(=O)(=O)c2ccc(NC(=O)CCS(=O)(=O)c3ccccc3)cc2)n1	0.7	?	1.0%	-0.2%	0.6%	-18.5%	-10.8%	-5.5%	-0.2%
Nc1ncnc(Nc2ccc(F)cc2)n1	-0.2	18.3%	1.9%	1.7%	-2.4%	1.2%	9.0%	-1.6%	0.1%
CC(C)(C)NC(=O)C(c1cccs1)N(C(=O)c1csnn1)c1ccccc1F (stereo not drawn)	-1.2	9.9%	-10.8%	-2.2%	-2.1%	0.7%	0.2%	-0.8%	8.2%
COc1ccc(CNCc2ccc(C(=O)O)s2)cc1	0.9	25.5%	-2.3%	-3.6%	0.1%	4.8%	-16.6%	.	-12.3%
Other entries.
SMILES	TRHR agonist	Pol iota inh	Anesthetic bind	BLM inh	ERG-DNA inh	Pol beta inh	POLK inh	APEX1 inh	12-LOX inh
Cc1ccccc1C(=O)OCc1cnc(Cl)s1	0.4	-6.6%	?	-2.6%	-5.4%	7.1%	-13.8%	-1.8%	-12.1%
Cn1c(=O)c2c(-c3ccccc3Cl)n(-c3cc(Cl)ccc3O)cc2n(C)c1=O	-1.3	-23.5%	?	-2.8%	-3.0%	-10.2%	-5.4%	.	?
COc1ccc(-c2nnc(SCC(=O)Nc3ccccc3C)o2)cc1OC	0.2	43.3%[activator]	-14.6%	-0.2%	2.3%	21.8%	1.8%	.	-17.8%
COc1ccc(N2CCN(S(=O)(=O)c3cn(C)c(=O)n(C)c3=O)CC2)cc1	0.4	4.1%	2.9%	-2.1%	3.1%	48.7%	0.0%	16.2%	30.7%[activator]
O=C(NCCS(=O)(=O)N1CCN(c2ccc(F)cc2)CC1)c1ccc(Br)o1	0.1	14.1%	-5.4%	-0.8%	-14.9%	13.0%	7.0%	24.6%	-9.8%
CC1CCCCN1S(=O)(=O)c1ccc(C(=O)Nc2ccccc2-c2nc3ccccc3[nH]2)cc1 (stereo not drawn)	0.0	28.4%	-4.9%	-3.4%	3.2%	-0.6%	-30.5%	12.6%	-0.9%
CN(C(=O)c1cccc(NC(=O)Cc2ccc(NC(=O)C3CCCN(S(=O)(=O)c4cccc([N+](=O)[O-])c4)C3)cc2)c1)C1CCCCC1 (stereo not drawn)	.	7.1%	.	.	-11.7%	.	-1.6%	.	-1.5%
CSc1nc(O)c(C(c2ccccc2Cl)c2c(O)nc(SC)[nH]c2=O)c(=O)[nH]1	.	15.2%	.	.	2.8%	.	8.5%	.	?
CN(C)N=Nc1nc2c([nH]1)c(=O)n(C)c(=O)n2C	-0.1	8.1%	2.8%	-0.7%	9.3%	-4.6%	1.1%	0.6%	0.0%
O=C1OCCN/C1=C\C(=O)c1ccccc1	0.4	44.6%[activator]	-9.6%	0.3%	-2.7%	-3.0%	5.0%	-1.3%	?
CCOc1ccc(-n2c(SCC(=O)Nc3cc(C)ccc3C)nc3c([nH]c4ccccc43)c2=O)cc1	0.0	11.6%	5.8%	-4.0%	0.6%	14.6%	-0.1%[60.1 µM]	.	0.0%
CCOC(=O)C1C(=O)C(=O)N(Cc2ccccc2)C1C(=O)OCC (stereo not drawn)	.	5.2%	.	.	-16.3%	.	-12.3%	.	-2.2%
CN(CC(=O)Nc1ccc(F)cc1)CC(=O)NC1CCCCC1	0.0	5.2%	.	.	-10.9%	.	-23.7%	1.9%	?
Cc1nnc2ccc(-c3ccc(NS(=O)(=O)c4ccccc4)cc3)nn12	0.5	20.1%	.	.	0.7%	.	-7.0%	19.0%	0.6%
COCCNc1nnc(SCC(=O)Nc2cc(-c3ccccc3)nn2-c2ccccc2)s1	-1.4	4.0%	-10.7%	3.5%	-7.3%	23.9%	-15.0%	0.4%	-1.5%
Cc1ccc(-n2ncc3ccccc3c2=O)cc1Cl	-0.3	21.3%	-11.5%	-9.7%	-3.0%	5.8%	4.5%	2.3%	-2.2%
OC1CCN(Cc2ccc3ccccc3c2)CC1	0.9	151.5%[activator]	-6.6%	3.1%	0.5%	54.2%	-1.3%	9.7%	?
CC(C)Oc1ccc(S(=O)(=O)N2CCOCC2)cc1NC(=O)c1cccc(S(=O)(=O)N2CCCC2)c1	.	6.6%	.	.	0.2%[15.4 µM]	.	5.4%	.	-0.5%
CCCCC(=O)N/N=C/c1ccc(N2CCOCC2)c([N+](=O)[O-])c1	-0.1	14.9%	-3.8%	5.2%	-7.3%	-1.2%	-1.6%	2.0%	-17.7%
CC(=O)NCCNc1ccc([N+](=O)[O-])cc1C#N	0.6	53.0%[activator]	-16.5%	1.2%	-1.0%	7.5%	-5.2%	-11.1%	-21.4%
Cn1c(CC(=O)Nc2ccccc2F)nnc1SCC(=O)N1CCOCC1	0.5	22.2%	-0.6%	-0.1%	1.9%	64.6%	-15.5%	1.4%	?
Oc1ccc(C2Nc3cccc4cccc(c34)N2)c(O)c1	-0.5	?	?	-7.2%	-15.2%	-0.9%	-15.1%	-2.1%	0.0%
O=C(CCS(=O)(=O)c1ccc(Br)cc1)NC1CCCCCC1	1.0	15.4%	1.4%	-1.0%	7.9%	?	-3.9%	53.2%[activator]	?
O=C(NC1CCCC1)C1CC(=O)N(C2CCCCCCC2)C1 (stereo not drawn)	.	-5.8%	-10.7%	-1.2%	.	1.3%	-6.3%	1.2%	0.9%

Profiles, looked up by structure. Order of values: TRHR agonist | Pol iota inh | Anesthetic bind | BLM inh | ERG-DNA inh | Pol beta inh | POLK inh | APEX1 inh | 12-LOX inh
O=C(CCC(=O)c1cccs1)OCC(=O)N1CCN(S(=O)(=O)c2ccccc2)CC1 as listed: -0.2 | 4.9% | -14.1% | 0.0% | -5.3% | 5.2% | 1.2% | 1.8% | -12.4%
Cc1nnc2ccc(-c3ccc(NS(=O)(=O)c4ccccc4)cc3)nn12 as listed: 0.5 | 20.1% | . | . | 0.7% | . | -7.0% | 19.0% | 0.6%

These rows are one share of the data (hit frequency here may not be typical).
